Bioassay records as filed in PubChem.
EphB4 antag – blocks human EphB4 binding to ephrin-B2; P54760; EphB4 LBD / TNYL-RAW-Alexa532 peptide, fluorescence polarization; inhibition, % at 7 µM; 97,000 tested, 0.15% active;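 active means inhibition above the screen-wide mean inhibition plus 3 SD, cut at about 15% in these data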;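 further: 0% = DMSO wells and 100% = excess unlabeled TNYL-RAW peptide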
CYP2C9 inhib – inhibitors of human CYP2C9; inhibition, % at 5 µM; AID 777; CYP2C9 Supersomes, luciferin-H conversion, luminescence; P11712; 96,000 tested, 20% active;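 active means blocking of liver enzyme CYP2C9 beyond about 50% at 5 µM, limit read from the data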; further: values of inactives mirror those of a sister screen read the other way
Target sequence (P11712 whole entry, looked up): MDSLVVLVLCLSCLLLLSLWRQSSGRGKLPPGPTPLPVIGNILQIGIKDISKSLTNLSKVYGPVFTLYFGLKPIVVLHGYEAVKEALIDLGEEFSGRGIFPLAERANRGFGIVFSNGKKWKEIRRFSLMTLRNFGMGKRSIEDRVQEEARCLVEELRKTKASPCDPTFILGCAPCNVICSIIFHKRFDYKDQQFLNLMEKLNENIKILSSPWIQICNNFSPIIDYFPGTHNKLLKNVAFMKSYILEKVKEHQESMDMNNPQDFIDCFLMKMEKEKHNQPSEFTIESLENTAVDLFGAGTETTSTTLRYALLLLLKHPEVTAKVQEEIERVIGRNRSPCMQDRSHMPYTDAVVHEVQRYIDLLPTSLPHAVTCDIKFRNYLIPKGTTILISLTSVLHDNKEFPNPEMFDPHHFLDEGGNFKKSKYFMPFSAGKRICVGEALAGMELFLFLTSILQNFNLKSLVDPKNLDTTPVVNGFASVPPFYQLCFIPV
LYP inh 2 – blocks human PTPN22 phosphatase activity; Q9Y2R2; recombinant LYP catalytic domain, DiFMUP fluorescence; inhibition, % at 2 µM; 96,000 tested, 0.21% active;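 active means inhibition at 2 µM at or above a set limit, the screen mean plus 3 SD, cut at about 24% in these data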;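 further: 0% = DMSO with enzyme and 100% = enzyme fully blocked by orthovanadate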
PLK1 kinase inh – blocks human PLK1 kinase activity; 97,000 tested, 0.53% active; inhibition, % at 10 µM; AID 619; recombinant PLK1 kinase, TR-FRET peptide phosphorylation;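 active means inhibition of 50% or more in the single-concentration screen; inactive means inhibition below 50%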;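 further: 0% = DMSO max control and 100% = H-89 dihydrochloride min control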
PTPN22 act – increases human PTPN22 phosphatase activity; Q9Y2R2; 96,000 tested, 0.11% active; activation, % at 2 µM; recombinant LYP, DiFMUP fluorescence; 0 = plate median, 100 = signal doubled;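 active means activation at 2 µM above a set limit, the mean plus 5 SD, cut at about 37% in these data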
PLK1 PBD inh – Plk1 (human) PBD binding inhibition; P53350; Plk1 PBD phosphopeptide binding, fluorescence polarization; inhibition, %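 (tested at about 20 µM)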; 97,000 tested, 0.13% active; AID 693; in the data active means inhibition above about 34%, passing the limit was not always enough
Candida biofilm – kills Candida albicans biofilms | C. albicans biofilm + clotrimazole, Alamar Blue | inhibition, % at 6 µM | 85,000 tested, 0.14% active | AID 834;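 active means inhibition above 20%; inactive means inhibition below 20%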;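 further: preformed 24 hr biofilms exposed to compound for 48 hr; 0% = biofilm without compound and 100% = blank killed by clotrimazole plus chlorhexidine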
CYP2C9 activ – activators of human CYP2C9; recombinant CYP2C9, luciferin-H conversion, luminescence; stronger effect = higher value; factor 1 = untreated enzyme, 0 = blocked; 96,000 tested, 1.4% active; AID 1024; P11712; activation factor at 5 µM;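 active means activation factor of 2 or more for CYP2C9 at a 5 µM dose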;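 further: 0 = sulfaphenazole-blocked wells and 1 = vehicle-only wells; values of inactives mirror those of a sister screen read the other way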
Rev-RRE block – disrupts HIV-1 Rev binding to RRE RNA; inhibition, % at 8 µM; P05866; Rev peptide-RRE RNA binding, FRET; 97,000 tested, 0.79% active;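 active means inhibition above the screen-wide mean plus 3 SD, cut at about 35% in these data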;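 further: 0% = median DMSO wells and 100% = median Neomycin B control wells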
Target sequence (P05866 whole entry, looked up): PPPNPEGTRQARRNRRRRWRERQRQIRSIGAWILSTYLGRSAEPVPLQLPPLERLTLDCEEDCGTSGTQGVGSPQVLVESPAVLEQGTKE
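Test system: Cy5-tagged RRE RNA duplex with fluorescein-tagged Rev peptide; Probe or stimulus: labelled Rev peptide; Schedule: 5 min preincubation and 15 min binding, 25 °C; Signal: FRET fluorescence readout; Evaluation: % inhibition from 671/540 nm acceptor-to-donor ratio, scaled between controls; Control set: DMSO and neomycin B.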
* hit, by the source's call; x = not tested or not shown.

SMILES	EphB4 antag	CYP2C9 inhib	LYP inh 2	PLK1 kinase inh	PTPN22 act	PLK1 PBD inh	Candida biofilm	CYP2C9 activ	Rev-RRE block
Cc1ccc2cccc(NC(=S)NC(=O)c3ccnn3C)c2n1	0	x	-19	-9	20	-18	11	x	-11
COc1cc(NC(=O)CSc2nnnn2-c2ccccc2)cc(OC)c1OC	-1	-6	7	-10	-7	0	11	1.1	0
O=C(Nc1ccc2[nH]c3c(c2c1)CCCC3)c1ccco1	-3	35	2	-11	2	21	-6	0.7	31
COC(=O)C1=C(C)N(CCc2ccccc2)C(=O)C1(NS(=O)(=O)c1ccc(NC(C)=O)cc1)C(F)(F)F (stereo not drawn)	-1	-3	10	-12	-11	9	-1	1	7
CCCC1C(C#N)=C(N)Oc2cc(C)n(C)c(=O)c21 (stereo not drawn)	-4	-13	-3	8	0	-13	3	1.1	7
CCCCNS(=O)(=O)c1ccc(NS(=O)(=O)c2c(C)cc(C)cc2C)cc1	6	98*	28*	6	-29	-16	-2	0	12
CC(CCc1ccccc1)NC(=O)CN1CCN(Cc2ccccc2)C1=O (stereo not drawn)	-6	23	8	-7	-10	-4	1	0.8	0
Cn1c(=O)[nH]c(=O)c2c1nc(SCC(=O)O)n2CCc1ccccc1	-2	2	-3	-7	1	1	5	1	1
COC(=O)Cc1c(C)c2ccc(O)c(CN3CCCC(C)C3)c2oc1=O (stereo not drawn)	-1	-24	-11	-16	12	8	8	1.2	5
CCOC(=O)C(Cc1ccccc1)(NC(C)=O)C(=O)OCC	6	-4	-4	-8	0	-12	0	1	5
O=C1C2ON(c3ccccc3)C(c3ccncc3)C2C(=O)N1c1ccc(Br)cc1 (stereo not drawn)	-11	99*	1	-12	-4	16	7	0	2
CCOC(=O)C1CCCN(C(=O)CSCc2ccccc2)C1 (stereo not drawn)	-3	23	10	-14	-8	-7	4	0.8	-2
COc1cc(N)ccc1C(=O)O	-1	0	4	1	-7	-39	6	1	2
CCOC(=O)c1cnc(SC)nc1Oc1cccc(NS(=O)(=O)c2ccc(Cl)cc2)c1	-8	x	16	-2	-14	19	x	x	4
COc1ccc(C(=O)C[n+]2ccc3c(c2)nc(-c2cc(OC)c(OC)cc2OC)n3C)cc1	-9	-2	7	-8	-2	-13	x	1	-4
CCOc1ccccc1NC(=O)NS(=O)(=O)c1ccc(C)cc1	-1	91*	3	-15	-2	6	5	0.1	9
COc1ccc(NC(=S)Nc2ccc(N)c([N+](=O)[O-])c2)cc1	-3	-6	-5	-5	7	-6	x	1.1	5
O=C(/C=C/c1ccccc1)NC(NC(=S)Nc1cccc(Cl)c1)C(Cl)(Cl)Cl (stereo not drawn)	8	77*	3	-13	1	23	x	0.2	13
COCCCn1c(CCC(=O)O)ccc1-c1cccs1	-4	2	7	-11	-11	11	2	1	3
O=c1c(-c2ccccc2)c(O)c2cccc3c2n1CCC3	-3	-17	0	-10	-2	-19	x	1.2	16
Cc1ccc2nc3ccc(N4CCN(C)CC4)nn3c(=O)c2c1	-9	2	-3	-4	2	-10	x	1	4
Cc1cccc(C)c1OCC(=O)NNC(=O)c1ccoc1C	3	-28	-15	-15	20	-31	x	1.3	1
CC1=CC(=O)OC1Cc1ccncc1 (stereo not drawn)	-2	42	8	3	-8	-15	10	0.6	3
Cc1cc(NS(=O)(=O)c2ccc(C3CCCCC3)cc2)no1	-7	38	-31	-12	24	11	2	0.6	-4
CCCC(C(=O)NCC1CCCO1)N(Cc1ccco1)C(=O)CNS(=O)(=O)c1ccccc1 (stereo not drawn)	0	0	-1	-7	0	-8	5	1	5
CCOc1ccc2nc(NC(=O)CS(=O)(=O)c3ccccc3)sc2c1	0	23	1	-6	-2	8	0	0.8	6
Cc1cc2cc3c(cc2nc1SCC(=O)Nc1ccccc1)CCC3	3	26	7	-9	-5	20	x	0.7	4
C=CCNC(=O)c1c(N)n(-c2ccc3c(c2)OCO3)c2nc3ccccc3nc12	-1	3	3	-10	-4	4	11	1	7
CCOc1cc(-c2nc(-c3ccncc3)no2)cc(OCC)c1OCC	9	77*	6	-5	-7	1	4	0.2	5
CC(=O)Nc1nc(C)c(Oc2ccccc2)c(=O)[nH]1	9	-8	11	23	-10	11	2	1.1	11

Shown as a hit in CYP2C9 inhib, of those listed so far:
Compound | EphB4 antag | CYP2C9 inhib | LYP inh 2 | PLK1 kinase inh | PTPN22 act | PLK1 PBD inh | CYP2C9 activ | Rev-RRE block
CCCCNS(=O)(=O)c1ccc(NS(=O)(=O)c2c(C)cc(C)cc2C)cc1 | 6 | 98* | 28* | 6 | -29 | -16 | 0 | 12
O=C1C2ON(c3ccccc3)C(c3ccncc3)C2C(=O)N1c1ccc(Br)cc1 (stereo not drawn) | -11 | 99* | 1 | -12 | -4 | 16 | 0 | 2
CCOc1ccccc1NC(=O)NS(=O)(=O)c1ccc(C)cc1 | -1 | 91* | 3 | -15 | -2 | 6 | 0.1 | 9
O=C(/C=C/c1ccccc1)NC(NC(=S)Nc1cccc(Cl)c1)C(Cl)(Cl)Cl (stereo not drawn) | 8 | 77* | 3 | -13 | 1 | 23 | 0.2 | 13
CCOc1cc(-c2nc(-c3ccncc3)no2)cc(OCC)c1OCC | 9 | 77* | 6 | -5 | -7 | 1 | 0.2 | 5

Next entries follow.
SMILES	EphB4 antag	CYP2C9 inhib	LYP inh 2	PLK1 kinase inh	PTPN22 act	PLK1 PBD inh	Candida biofilm	CYP2C9 activ	Rev-RRE block
C=CCOC(=O)CSCC(NC(=O)OC(C)(C)C)C(=O)OCC (stereo not drawn)	5	45	10	-1	-7	7	x	0.5	2
CCCN(Cc1cc2cccc(C)c2[nH]c1=O)S(C)(=O)=O	-3	36	4	-14	-2	-12	5	0.6	2
Cc1ccc(-c2nc3cc(C)ccc3o2)cc1	6	21	6	-12	-8	0	2	0.8	6
O=C(c1ccccc1)c1cc(-c2ccccn2)c(N2CCOCC2)s1	10	25	-6	-10	6	23	x	0.8	4
CCSc1ncc(/C=N/Nc2ccccc2)n1C	-1	52*	5	-13	-1	1	x	0.5	-5
Cc1cc(NC(=O)C2CCN(S(=O)(=O)c3cccs3)CC2)no1	1	30	4	-14	-1	-1	8	0.7	3
Cc1[nH]nc2c1C(c1cccc(OC(=O)N3CCOCC3)c1)C(C#N)=C(N)O2 (stereo not drawn)	3	14	2	-6	-4	1	-2	0.9	1
CS(=O)(=O)N(CCc1ccccc1)CC(N)=O	-9	3	-8	-7	2	10	4	1	3
Cc1oc(-c2ccccc2)nc1CC(=O)O	-7	-11	-2	1	0	2	5	1.1	7
CCCCN(CC(=O)Nc1c(C)cccc1CC)C(=O)SCC	1	49	1	-15	-1	-8	x	0.5	4
O=C(NC(=S)Nc1nc2c(s1)CSc1ccccc1-2)c1ccccc1	3	29	10	8	-12	22	-5	0.7	5
O=S(=O)(C=C(c1ccccc1)c1ccccc1)c1ccccc1	-5	32	2	-19	1	-24	x	0.7	9
O=S(=O)(c1ccc(S(=O)(=O)N(Cc2ccco2)Cc2ccccc2Cl)cc1)N1CCCC1	4	45	1	-6	3	9	7	0.5	4
CC1CCCN(Cc2cccc(Oc3ccccc3)c2)C1 (stereo not drawn)	0	11	-1	-7	1	-4	7	0.9	-2
Cc1ccc(OCCCn2c(CO)nc3ccccc32)cc1	-6	53*	-10	-5	9	-4	10	0.5	10
CCN1C(=O)S/C(=C/c2ccsc2)C1=O	5	16	15	1	-15	-6	-3	0.8	11
CCc1ccc(C2(O)CC(C(F)(F)F)=NN2C(=O)Cc2ccc([N+](=O)[O-])cc2)cc1 (stereo not drawn)	-2	x	6	-12	0	-10	4	x	5
Cc1ccc(C(=O)Nc2ncc(C)s2)o1	-2	18	-5	-1	7	-3	3	0.8	1
O=S(=O)(NCCOc1ccccc1)c1ccc2ccccc2c1	6	-105	-7	-13	5	3	x	2.1*	7
CCN(CC)C(=O)CSc1nnc([C@H](Cc2c[nH]c3ccccc23)NC(=O)OC(C)(C)C)o1	-4	62*	-6	-1	6	9	-2	0.4	-1
O=C(NCc1cccs1)c1nn2cccnc2c1Cl	9	6	1	-4	-1	20	5	0.9	7
C=CCn1c(P(=O)(O)c2ccccc2)nc2ccccc21	4	-3	4	-14	-2	5	x	1	10
OCCSc1nc(-c2cccnc2)nc2ccccc12	-6	90*	3	-16	-3	-18	3	0.1	5
Cc1ccc(S(=O)(=O)n2cnc3cc([N+](=O)[O-])ccc32)c(C)c1C	-1	-8	-2	16	6	0	x	1.1	4
Cc1ccccc1OCC(=O)Nc1ccc(C(N)=O)cc1	-8	17	-6	-4	8	-11	5	0.8	3
Cc1ccc(S(=O)(=O)Oc2ccccc2N2C(=O)C3CC=CCC3C2=O)cc1 (stereo not drawn)	3	8	-1	-1	4	-15	x	0.9	-3
c1ccc2[nH]c(SCc3cscn3)nc2c1	0	23	-15	-16	10	41	7	0.8	2
Nc1nc(-c2cccs2)cs1	-1	7	-6	-7	9	19	5	0.9	4
Cc1ccc(-c2cc(C(F)(F)F)n3nc(C(=O)N4CCCC4)cc3n2)cc1	-1	x	18	-13	-15	13	13	x	-1
C=CCNC(=O)c1ccccc1NC(=O)c1ccccc1	-1	49	3	1	1	32	9	0.5	2

2 of the compounds above, as labelled records.
> c1ccc2[nH]c(SCc3cscn3)nc2c1
  EphB4 antag: 0
  CYP2C9 inhib: 23
  LYP inh 2: -15
  PLK1 kinase inh: -16
  PTPN22 act: 10
  PLK1 PBD inh: 41
  Candida biofilm: 7
  CYP2C9 activ: 0.8
  Rev-RRE block: 2

> Cc1ccc(S(=O)(=O)n2cnc3cc([N+](=O)[O-])ccc32)c(C)c1C
  EphB4 antag: -1
  CYP2C9 inhib: -8
  LYP inh 2: -2
  PLK1 kinase inh: 16
  PTPN22 act: 6
  PLK1 PBD inh: 0
  Candida biofilm: x
  CYP2C9 activ: 1.1
  Rev-RRE block: 4

Going on with the list.
SMILES	EphB4 antag	CYP2C9 inhib	LYP inh 2	PLK1 kinase inh	PTPN22 act	PLK1 PBD inh	Candida biofilm	CYP2C9 activ	Rev-RRE block
COc1cccc(C2=NOC(C(=O)NCc3cccs3)C2)c1 (stereo not drawn)	7	68*	10	-3	-9	-17	-5	0.3	8
Cc1[nH]nc2c1C(c1ccoc1)C(C#N)=C(N)O2 (stereo not drawn)	6	x	-10	55*	8	9	3	x	8
Cc1ccc(CNC(=O)CCS(=O)(=O)c2ccc(Br)s2)cc1	10	11	2	1	-1	-24	4	0.9	2
S=c1[nH]nc(-c2ccco2)n1Cc1ccccc1	-4	50*	3	-7	-2	2	2	0.5	3
CCOC(=O)/C(C(N)=NC)=C(\O)c1ccccc1	-1	17	-1	-17	0	7	-1	0.8	5
O=C(C1CC1)N1CCc2cc(S(=O)(=O)NCCC3=CCCCC3)ccc21	-6	-13	-11	-7	8	18	7	1.1	11

Three compounds from above, arranged by the number in PLK1 kinase inh, descending.
compound	PLK1 kinase inh
Cc1[nH]nc2c1C(c1ccoc1)C(C#N)=C(N)O2 (stereo not drawn)	55*
Cc1ccc(CNC(=O)CCS(=O)(=O)c2ccc(Br)s2)cc1	1
COc1cccc(C2=NOC(C(=O)NCc3cccs3)C2)c1 (stereo not drawn)	-3
